A3A deaminase – inhibitors of human APOBEC3A DNA deaminase. recombinant A3A, FAM/TAMRA ssDNA deamination fluorescence. inhibition, % at 20 µM. P31941. AID 493011. 0.41% of 330,000 active;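 active = at least 40% inhibition at 20 µM here, with at most 30% in a related deaminase screen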;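 note: plate controls were A3A with DMSO for no effect and wells lacking A3A enzyme for full effect; some results filed as inactive read as strong as hits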
Target sequence (P31941 whole entry, looked up): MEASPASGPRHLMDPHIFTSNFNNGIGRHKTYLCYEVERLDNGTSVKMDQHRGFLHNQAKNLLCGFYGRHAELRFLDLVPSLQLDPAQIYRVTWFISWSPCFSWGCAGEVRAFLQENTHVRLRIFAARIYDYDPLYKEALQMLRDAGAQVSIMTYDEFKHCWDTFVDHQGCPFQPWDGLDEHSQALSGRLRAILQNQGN
NR3A LBD binder – NR3A (human) ligand-binding domain modulation. 2.5% of 340,000 active. NR3A LBD differential scanning fluorimetry, Tm shift; 0% = protein alone, 100% = glycine-bound protein. Tm shift relative to glycine control, % at 25 µM;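 active = melting temperature shift of at least 10% of the positive control shift, at one fixed dose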
EBI2 antag – blocks human EBI2 receptor beta-arrestin signaling | P32249 | EBI2 beta-arrestin recruitment, luminescence, 7a,25-OHC stimulated | inhibition, % at 5 µM | 0.81% of 360,000 active; in the data active = inhibition above about 38%;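 note: enzyme fragment complementation signal reports receptor beta-arrestin coupling in cells; 0% = agonist plus DMSO wells and 100% = wells without agonist; some results beyond the cut were filed as inactive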
Target sequence (P32249 whole entry, looked up, the tested form may be a part): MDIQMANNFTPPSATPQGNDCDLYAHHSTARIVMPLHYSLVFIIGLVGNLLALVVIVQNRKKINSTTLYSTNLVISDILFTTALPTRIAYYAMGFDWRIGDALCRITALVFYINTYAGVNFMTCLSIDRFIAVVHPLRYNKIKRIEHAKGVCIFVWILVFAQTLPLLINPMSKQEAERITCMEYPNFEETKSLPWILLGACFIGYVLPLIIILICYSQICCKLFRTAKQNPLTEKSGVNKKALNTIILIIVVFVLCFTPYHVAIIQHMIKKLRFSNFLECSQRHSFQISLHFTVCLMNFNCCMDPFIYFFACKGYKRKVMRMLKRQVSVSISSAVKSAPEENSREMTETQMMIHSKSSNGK
CXCR6 block – CXCR6 (human) receptor inhibition. CHO-K1 PathHunter CXCR6 beta-arrestin, luminescence. inhibition, % at 20 µM. 0.36% of 360,000 active. AID 602244; in the data active = inhibition above about 34%, passing the limit was not always enough;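 note: antagonist mode with CXCL16 agonist at 10 nM final; 0% = 10 nM CXCL16 with DMSO and 100% = unstimulated wells without agonist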
Target sequence (O00574 whole entry, looked up): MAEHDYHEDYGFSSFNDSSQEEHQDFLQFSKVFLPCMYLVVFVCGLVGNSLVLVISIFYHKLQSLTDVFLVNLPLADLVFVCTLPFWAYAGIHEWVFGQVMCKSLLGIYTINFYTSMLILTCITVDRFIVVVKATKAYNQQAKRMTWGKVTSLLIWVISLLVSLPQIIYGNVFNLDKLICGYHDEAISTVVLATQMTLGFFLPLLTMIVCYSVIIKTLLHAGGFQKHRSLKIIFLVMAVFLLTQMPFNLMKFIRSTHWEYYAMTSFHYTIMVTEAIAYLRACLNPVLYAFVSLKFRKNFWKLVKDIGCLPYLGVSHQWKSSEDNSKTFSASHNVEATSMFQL
CCR6 antagonist – CCR6 (human) receptor antagonism. inhibition, % at 20 µM. CHO-K1 CCR6 PathHunter beta-arrestin, luminescence, CCL20-stimulated. 0.49% of 340,000 active. P51684. AID 493098;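 active = compounds whose inhibition of the agonist-driven luminescence signal at 20 µM reaches about 50%, limit read from the data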;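 note: cells stimulated with CCL20 at 14 nM final; plate controls were DMSO with CCL20 for no effect and DMSO without agonist for full effect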
MPTP block – permeability transition pore inhibition. isolated mouse mitochondria, Ca2+ swelling absorbance, 30 min. inhibition, % at 10 µM. 1.4% of 360,000 active. AID 602449;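 active = inhibition of 50% or more, scaled per plate between neutral and stimulator controls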;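 note: 0% = DMSO wells given calcium and 100% = 1 mM EGTA wells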
Gli-Sufu block – antagonists of Gli-Sufu signaling | Sufu-KO-LIGHT fibroblasts, Gli luciferase reporter luminescence | inhibition, % at 5 µM | 0.74% of 340,000 active;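 active = inhibition above about 55%, limit read from the data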;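 note: 0% = DMSO-treated cells and 100% = wells with medium but no cells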
A3G deaminase – APOBEC3G (human) deaminase inhibition; Q9HC16; recombinant A3G, ssDNA deamination FAM/TAMRA fluorescence; inhibition, % at 20 µM; 0.28% of 330,000 active; AID 493012;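 active = inhibition of at least 40% at 20 µM, with no more than 30% in the related APOBEC3A deaminase screen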;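 note: plate controls were DMSO wells with A3G for no effect and wells lacking A3G enzyme for full effect; some compounds called inactive have numbers as strong as hits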
* marks the source's active call; other numbers are inactive results; x = not tested or not shown.

item	Structure	EBI2 antag	CCR6 antagonist	CXCR6 block	A3A deaminase	Gli-Sufu block	MPTP block	A3G deaminase	NR3A LBD binder
1	O=C(NCC1CCN(Cc2ccccc2F)CC1)Nc1ccccc1F	4	3	8	2	3	0.3	-1	0
2	O=C(CSc1ccc(Br)cc1)Nc1ccc(N2CCOCC2)cc1	3	-5	0	-4	-7	-0.3	-7	1
3	CC(C)C[C@@H](CNCC(=O)[C@H](CC(C)C)NC(=O)c1[nH]cnc1C(=O)N[C@@H](C)CN)NC(=O)c1nc[nH]c1C(=O)N[C@@H](C)C(=O)O	-9	-1	3	x	-6	2.9	x	3
4	C[C@@H]1CN([C@H](C)CO)C(=O)c2cc(NS(=O)(=O)c3cccs3)ccc2O[C@H]1CN(C)Cc1ccccc1	-12	-8	-3	4	-3	-2.0	-5	-2
5	COc1nc(C)ccc1-c1noc(-c2ccco2)n1	6	-6	-3	-3	-78	0.3	-6	-1
6	O=S(=O)(NCCc1ccccc1)c1ccc(F)cc1Br	3	14	-2	3	-1	0.6	3	13*
7	CCOc1ccc(C(C(=O)NCCC(C)C)N(CCO)C(=O)c2snc(C(N)=O)c2N)cc1 (centres undefined)	-6	0	7	4	-5	-0.1	5	-1
8	NC(=O)C1CCN(c2nc(-c3ccc4occc(=O)c4c3)cs2)CC1	-1	0	-1	-4	-13	0.3	-7	0
9	COC(=O)c1ccc(CN2CCC(CO)(CCOc3ccccc3)CC2)cc1	10	22	4	-3	7	0.2	-3	3
10	CC1CCCC(NS(=O)(=O)c2cc3c(cc2Cl)NC(=O)CO3)C1C (centres undefined)	2	5	-8	4	8	0.5	1	0
11	O=C(COC(=O)/C=C/c1ccc(S(=O)(=O)N2CCOCC2)cc1)NCc1ccccc1	1	-9	-7	2	-17	-4.1	0	0
12	O=C(COC(=O)c1cncc(Br)c1)NCc1ccccc1Cl	1	8	0	3	-10	0.1	-3	-2
13	O=C1CCc2cc(S(=O)(=O)N3CCN(c4cccc(Cl)c4)CC3)ccc2N1	-15	-4	6	-1	7	-1.1	-5	1
14	CC(Sc1n[nH]c(N)n1)c1nc2scc(-c3cccs3)c2c(=O)[nH]1 (centres undefined)	-2	-14	-10	-2	4	-1.9	-5	-9
15	Cc1cc(F)ccc1S(=O)(=O)Nc1ccccc1C(=O)Nc1ccccc1N1CCOCC1	8	3	-12	-1	-1	78*	-2	2
16	CCn1c(Cn2nnc(-c3ccccc3)n2)nnc1SCC(=O)Nc1cccc(C)c1C	2	9	2	-4	5	-0.4	-5	-15
17	CCOC(=O)c1ccc(NS(=O)(=O)c2c(C)n[nH]c2C)cc1	0	4	-2	-1	5	-2.2	-5	0
18	COc1ccc(-n2c(SCCNCCO)nc3sc4c(c3c2=O)CCCC4)cc1	-8	16	3	1	2	76*	-2	1
19	COC(=O)c1ccc(CN2CCC(Oc3cccc(C(=O)N4CCOCC4)c3)CC2)cc1	2	18	-11	0	37	-0.5	-6	0
20	COc1cccc(C(=O)Nc2nc3c(s2)CN(C)CC3)c1	-10	18	-3	-3	-1	-0.9	-3	-5
21	CCCn1c(-c2ccc(OC)cc2)nc2c(=O)n(C)c(=O)[nH]c21	-2	6	4	-5	0	-2.0	-6	3
22	Cc1c(Cl)cccc1-n1c(SCC(=O)NCc2cccs2)nnc1-c1ccncc1	5	29	11	-3	0	-2.0	-7	-2
23	CCOc1nc(N2CCCCC2)nc(-n2cc(-c3ccccc3)nn2)n1	-5	11	-25	-2	22	-0.8	-4	0
24	COc1ccccc1NC(=O)c1ccccc1S(=O)(=O)c1ccccc1[N+](=O)[O-]	-32	-2	-16	-4	-1	-0.4	-8	1
25	Clc1ccc(-n2nnnc2-c2ccccc2)cc1	-4	-9	2	1	8	-1.0	-2	0
26	O=C(NC1CCCCC1)C(c1ccc(F)cc1)N(C(=O)c1cccs1)c1ccc2c(c1)OCO2 (centres undefined)	-8	18	0	-1	3	3.0	-9	3
27	C/C(=N\NC(=O)c1cccc2ccccc12)c1cccnc1	10	12	8	0	16	1.1	3	0
28	O=C(O)CC(NC(=O)Cc1ccc([N+](=O)[O-])cc1)c1ccc2c(c1)OCO2 (centres undefined)	2	6	7	-4	0	0.4	-8	0
29	Cc1ccc(OCc2ccc([N+](=O)[O-])cc2)c([N+](=O)[O-])n1	15	8	-1	5	-32	-0.1	0	0
30	COc1ccc(CNC(=O)CN2C(=O)C3C4C=CC(C4)C3C2=O)cc1 (centres undefined)	-15	-8	4	0	20	1.3	-3	-2

Molecules listed so far with a COOH group (2):
item	Structure	EBI2 antag	CCR6 antagonist	CXCR6 block	A3A deaminase	Gli-Sufu block	MPTP block	A3G deaminase	NR3A LBD binder
3	CC(C)C[C@@H](CNCC(=O)[C@H](CC(C)C)NC(=O)c1[nH]cnc1C(=O)N[C@@H](C)CN)NC(=O)c1nc[nH]c1C(=O)N[C@@H](C)C(=O)O	-9	-1	3	x	-6	2.9	x	3
28	O=C(O)CC(NC(=O)Cc1ccc([N+](=O)[O-])cc1)c1ccc2c(c1)OCO2 (centres undefined)	2	6	7	-4	0	0.4	-8	0

Other entries follow:
item	Structure	EBI2 antag	CCR6 antagonist	CXCR6 block	A3A deaminase	Gli-Sufu block	MPTP block	A3G deaminase	NR3A LBD binder
31	CCCn1c(SCC(=O)N(C)C2CCS(=O)(=O)C2)nc2sc3c(c2c1=O)CCC3 (centres undefined)	6	18	12	-5	x	-1.6	-10	-2
32	Cc1nonc1CN(C)C(=O)CC1C(=O)NCCN1Cc1ccc(F)c(F)c1 (centres undefined)	-11	-5	-4	1	-1	0.0	7	1
33	CCOc1cccc(C2/C(=C(/O)c3ccc4c(c3)CC(C)O4)C(=O)C(=O)N2CCCn2ccnc2)c1 (centres undefined)	-8	-8	3	-7	-15	-1.5	-5	0
34	CCCC(=O)Nc1ccc(C2C(=O)c3ccccc3C2=O)cc1	-10	32	8	-6	13	0.7	-5	-5
35	CCOC(=O)Cc1nnc2c(Nc3ccc(C)cc3)nc3nonc3n12	1	9	5	-2	-5	12	-6	5
36	CCOc1ccc(CN(C)C(=O)CN2C(=O)NC(c3ccccc3)(c3ccccc3)C2=O)cc1	-1	-8	2	-3	-22	-2.4	-7	6
37	COc1cccc(CNC(=O)C2CCN(S(=O)(=O)c3cccc4nonc34)CC2)c1	20	13	-2	-1	17	-0.8	-7	1
38	CC1(C)C2CC=C(/C=N/NC(=O)c3ccc(O)cc3)C1C2 (centres undefined)	-6	4	-3	1	-3	3.1	-1	-21
39	CCOC(=O)c1sc2nc3c(cc2c1N)COC(C(C)C)C3 (centres undefined)	2	-1	-7	-1	-65	0.5	-1	-3
40	O=C(CCn1cccc1)NCCc1ccc(Cl)cc1	7	11	7	-6	-3	0.0	-8	0

3 compounds picked at random from those above, as already listed:
item	Structure	EBI2 antag	CCR6 antagonist	CXCR6 block	A3A deaminase	Gli-Sufu block	MPTP block	A3G deaminase	NR3A LBD binder
31	CCCn1c(SCC(=O)N(C)C2CCS(=O)(=O)C2)nc2sc3c(c2c1=O)CCC3 (centres undefined)	6	18	12	-5	x	-1.6	-10	-2
33	CCOc1cccc(C2/C(=C(/O)c3ccc4c(c3)CC(C)O4)C(=O)C(=O)N2CCCn2ccnc2)c1 (centres undefined)	-8	-8	3	-7	-15	-1.5	-5	0
38	CC1(C)C2CC=C(/C=N/NC(=O)c3ccc(O)cc3)C1C2 (centres undefined)	-6	4	-3	1	-3	3.1	-1	-21

Some entries already given, showing only CCR6 antagonist and A3G deaminase:
| entry | SMILES | CCR6 antagonist | A3G deaminase |
| --- | --- | --- | --- |
| 33 | CCOc1cccc(C2/C(=C(/O)c3ccc4c(c3)CC(C)O4)C(=O)C(=O)N2CCCn2ccnc2)c1 (centres undefined) | -8 | -5 |
| 34 | CCCC(=O)Nc1ccc(C2C(=O)c3ccccc3C2=O)cc1 | 32 | -5 |
| 35 | CCOC(=O)Cc1nnc2c(Nc3ccc(C)cc3)nc3nonc3n12 | 9 | -6 |

(listing goes on)
item	Structure	EBI2 antag	CCR6 antagonist	CXCR6 block	A3A deaminase	Gli-Sufu block	MPTP block	A3G deaminase	NR3A LBD binder
41	C#CCOCCOCCOCCNc1nc(N2CCN(C(=O)CCCCCCCCCCNC(=O)Cn3cc(CCCCCN)nn3)CC2)nc(N2CCN(C(=O)CCCCCCCCCCNC(=O)[C@H](CO)n3cc(CCCCCN)nn3)CC2)n1	0	-2	8	-7	2	-11	-4	6
42	CCC(C)(NC(=O)c1ccc2c(c1)OCO2)C(=O)NC1CCCCC1 (centres undefined)	3	10	-2	1	-24	2.2	-7	-2
43	COc1ccc(N=C2SC(CC(=O)Nc3ccccc3)C(=O)N2CCN2CCOCC2)cc1 (centres undefined)	14	5	-5	-2	-11	0.3	-16	0
44	O=C(CCC1CCCN(C(=O)c2ccc3c(c2)OCCO3)C1)NCc1ccccc1F (centres undefined)	3	-10	-3	8	9	0.0	-2	-2
45	O=C(c1cccc2ccccc12)N1CCN=C1SCc1ccc([N+](=O)[O-])cc1	4	11	-3	1	3	4.0	-7	-2
46	CC(C)c1ccc(OC(=O)c2cccc(S(=O)(=O)N3CCN(C)CC3)c2)cc1	6	9	0	75	-5	1.4	42	-1
47	O=S(=O)(Nc1ncn[nH]1)c1ccc(Cl)cc1	-6	-2	8	2	2	-1.1	0	-1
48	O=C(Nc1nnc(CSCc2ccc(F)cc2)s1)c1ccc([N+](=O)[O-])cc1	7	22	4	-8	17	9.0	-9	-2
49	O=C(COC(=O)c1ccc(Br)c(S(=O)(=O)N2CCOCC2)c1)NCC1CCCO1 (centres undefined)	3	-5	6	2	16	0.7	1	-1
50	CC1CN(CC(O)COC(c2ccc(Cl)cc2)c2ccc(Cl)cc2)CC(C)O1 (centres undefined)	6	5	5	-5	20	1.0	-9	-5

From PubChem
